# Assay outcomes from PubChem.
# RXFP1 antag: blocks the human relaxin receptor RXFP1; 0.59% of 350,000 active; HEK293-RXFP1, relaxin-stimulated cAMP HTRF, 30 min; hits give low values; Q9HBX9; activity change, negative = inhibition, % at 57.5 µM;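 active = activity change of -60% or lower, but not beyond a set lower limit; inconclusive = change between -60% and -40%, or beyond the set limit; inactive = change above -40%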
# Target sequence (Q9HBX9 whole entry, looked up): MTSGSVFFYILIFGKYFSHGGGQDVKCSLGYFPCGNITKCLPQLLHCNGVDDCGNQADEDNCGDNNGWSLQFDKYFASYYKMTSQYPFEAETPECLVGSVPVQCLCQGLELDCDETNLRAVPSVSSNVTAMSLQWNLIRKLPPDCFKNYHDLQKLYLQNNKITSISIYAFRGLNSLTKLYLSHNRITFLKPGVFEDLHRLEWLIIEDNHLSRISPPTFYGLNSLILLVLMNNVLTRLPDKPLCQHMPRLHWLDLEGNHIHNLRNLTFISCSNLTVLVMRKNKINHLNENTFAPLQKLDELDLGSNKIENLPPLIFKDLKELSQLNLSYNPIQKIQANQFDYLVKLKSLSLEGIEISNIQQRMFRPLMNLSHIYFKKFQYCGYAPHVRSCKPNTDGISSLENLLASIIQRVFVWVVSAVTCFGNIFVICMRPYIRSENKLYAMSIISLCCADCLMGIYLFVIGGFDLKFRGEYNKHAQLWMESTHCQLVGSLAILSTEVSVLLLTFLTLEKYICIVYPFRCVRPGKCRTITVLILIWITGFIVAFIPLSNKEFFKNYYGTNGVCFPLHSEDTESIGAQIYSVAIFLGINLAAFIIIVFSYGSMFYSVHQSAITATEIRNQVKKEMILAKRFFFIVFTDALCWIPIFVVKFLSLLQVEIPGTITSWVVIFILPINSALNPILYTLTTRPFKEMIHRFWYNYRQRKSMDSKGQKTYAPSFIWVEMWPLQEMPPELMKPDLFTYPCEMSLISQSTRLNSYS
# Starred values were filed as active, the others as inactive; ? = inconclusive. % is scaled to controls: 0 for no effect and ±100 for the full control effect. Some of the compounds tested; count on the stated rates, not on these rows.
SMILES	RXFP1 antag
COc1cc(N(C(C)=O)c2ccc(O)c(C(=O)O)c2)c2ncccc2c1	13.1
CC1(C)CC(=O)C=C(C(=O)N2CCCC(C(=O)c3cc(F)ccc3F)C2)O1 (centres undefined)	-12.5
CC(=O)Nc1cccc(/C(C)=N/NC(=O)c2cccc(S(=O)(=O)N3CCCC3)c2)c1	10.1
CCCn1c(N)c(C(=O)CSc2nnc(Cc3cccs3)n2C2CC2)c(=O)[nH]c1=O	0.1
Cc1cc(C)n2nc(N)nc2n1	4.6
Cc1cccc(C2N(c3ccc(F)cc3)C(=O)C3CCCN32)c1 (centres undefined)	-14.5
CC1=C(C(=O)N2CCOCC2)CC(CC(=O)NCc2cccc3ccccc23)C(=O)N1CCC1=CCCCC1 (centres undefined)	-2.2
Cc1cc(N=Nc2ccccc2)cc(C)c1NC(=O)C(F)(F)F	-10.0

# In another format: 2 of the compounds above
smiles: Cc1cc(C)n2nc(N)nc2n1
  RXFP1 antag: 4.6
smiles: Cc1cccc(C2N(c3ccc(F)cc3)C(=O)C3CCCN32)c1 (centres undefined)
  RXFP1 antag: -14.5

# Next part.
SMILES	RXFP1 antag
CC(=O)N1CCN(S(=O)(=O)c2cccc(C(=O)NNC(=O)c3ccc(Br)cc3)c2)CC1	-3.1
CC(=O)OCC(=O)[C@@]1(O)[C@H](OC(C)=O)C[C@H]2[C@@H]3CCC4=CC(=O)C=C[C@]4(C)[C@@]3(F)[C@@H](O)C[C@@]21C	-16.5
CCOC(=O)Nc1ccc(OC(=O)Oc2ccc(NC(=O)OCC)cc2)cc1	-10.1
CCOc1ccccc1NC(=O)COC(=O)c1nc2nccc(C)n2n1	6.8
c1cc2c3c(cccc3c1)-c1cnccc1-2	3.1
Cc1ccc(C(=O)Cc2ccccc2)c(O)c1	-11.0
COc1ccc(C(CC(=O)O)c2cc(OC)c(OC)c(OC)c2)cc1OC (centres undefined)	-10.4
COc1cc(C=NNC(=S)Nc2ccc(S(=O)(=O)N3CCCCC3)cc2)cc(OC)c1OC	-3.6
NS(=O)(=O)c1cccc(NC(=O)COC(=O)CC2Sc3ccccc3NC2=O)c1 (centres undefined)	-21.2
CCc1ccccc1NC(=O)CN(C)C(=O)COC(=O)c1ccco1	3.5
COc1ccc(Br)cc1C(=O)Nc1ccccc1N1CCCC1	3.7
Cc1ccc(OC(=O)N(C)C[C@@H]2OCc3cn(nn3)CCCC(=O)N([C@@H](C)CO)C[C@H]2C)cc1	11.7
COc1cc(S(=O)(=O)N2CCOCC2)ccc1NC(=O)COC(=O)c1ccc(Cl)nc1	-2.1
Clc1ccc(-c2nc(-c3ccncc3)no2)c(Cl)c1	0.7
O=C(O)CC1c2ccccc2CCN1S(=O)(=O)c1ccccc1 (centres undefined)	-22.8
COC(=O)Nc1nc2ccc(C(=O)c3cccs3)cc2[nH]1	-4.2
CC1(CCc2ccccc2)NC(=O)N(CC(=O)Nc2c(F)cccc2F)C1=O (centres undefined)	-0.9
Nc1ccn([C@@H]2O[C@H](CO)[C@@H](O)C2(F)F)c(=O)n1	-7.9
O=C1c2ccccc2C(=O)N1C1C(=O)N2CCSC12C(=O)OCc1ccccc1 (centres undefined)	-2.7
CCN(CC)C(=O)C(C)N1c2cccc3cccc(c23)S1(=O)=O (centres undefined)	-2.1
CCCCOc1ccc(C(=O)NCC(=O)N2CCN(C/C=C/c3ccccc3)CC2)cc1	-5.1
COc1cccc(CNC(=O)COC(=O)c2ccc(N3CCCC3=O)cc2)c1	0.9
Cc1cc(C)n(-c2ccc(C(=O)NCC(=O)Nc3cc(Cl)ccc3Cl)cc2)n1	-15.9
CC(=O)n1nc(-c2ccccc2)cc1-c1ccccc1	-26.5
CCOc1ccc(C(=O)NCC(=O)NCCSc2ccc(Br)cc2)cc1OCC	-4.8
O=C(O)c1ccccc1C=NNc1ccccn1	-1.5
CC(COc1ccccc1)NN (centres undefined)	-10.6
COc1ccccc1CC(=O)N1CCN(S(=O)(=O)c2ccccc2F)CC1	-0.8
c1ccc(-c2nnc3oc(-c4cccs4)nn23)cc1	-8.0
S=c1nc[nH]c2c1ncn2-c1ccc(Cl)cc1	-19.5
Cc1cc(Nc2ccc(Br)cc2)nc2ccccc12	-9.4
CC1=C(C(=O)N(C)C)CC(CC(=O)NC2CCCCC2)C(=O)N1Cc1ccccc1 (centres undefined)	12.3
Cc1ccc(N(C(=O)Cn2nnc(-c3ccc(F)cc3)n2)C(CC(C)C)C(=O)NCC2CCCO2)cc1 (centres undefined)	4.2
COc1ccc(Br)cc1/C=C/C(=O)OCC(=O)NCCc1ccc(S(N)(=O)=O)cc1	?
CC1(C)N=C(N)N=C(N)N1c1cccc(CC(=O)Nc2ccccc2)c1	-5.4
CN(C)/C(=C\C(=O)c1ccccc1)C(=O)c1ccccc1	-2.9
O=C(C1CCCCC1)N1C[C@@H](O)[C@H](n2cc(-c3ccc(F)cc3)nn2)C[C@@H]1c1ccccc1	-2.6
Cc1ccc(OCC(=O)NCC(=O)n2nc(C)cc2C)cc1	-2.1
COc1ccc(CN(C)C(=O)CNC(=O)c2sc3ccccc3c2Cl)c(OC)c1OC	2.2
O=[N+]([O-])c1ccc(NN=Cc2ccc(O)cc2)nc1	-2.1
Nc1nc(SCC(=O)Nc2cc(Cl)ccc2Cl)n[nH]1	-4.0
O=C(NCC(=O)N1CCN(C(c2ccccc2)c2ccccc2)CC1)c1ccccc1Br	-1.8
c1ccc2c(c1)-c1nc3ccccc3cc1C2N1CCOCC1 (centres undefined)	-7.9
Cc1ccc(S(=O)(=O)N2CCOCC2)cc1NC(=O)c1cc2ccccc2oc1=O	-0.7
O=S(=O)(c1ccc(S(=O)(=O)N(Cc2ccccc2)Cc2ccco2)cc1)N1CCCC1	3.4
Cc1ccc(SCC(=O)Nc2nncs2)cc1	3.5
ClC1CCCCC1n1nnc2ccccc21 (centres undefined)	-7.4
C[C@@H]1CN([C@H](C)CO)C(=O)CCCn2nncc2CO[C@@H]1CN(C)C(=O)NC1CCCCC1	2.5
Cc1ccc(Cc2c(-c3ccc(C)cc3)nc3ccc(Br)cn23)cc1	0.6
Cc1cccc(C)c1OCCOC(=O)c1ccc(S(=O)(=O)N2CCCC2)cc1	3.6
O=C(COC(=O)c1cc(S(=O)(=O)N2CCOCC2)c(Cl)cc1Cl)NCc1ccco1	-16.4
COc1cc(NC(=O)CCNC(=O)N2CC(=O)Nc3ccccc32)cc(OC)c1OC	1.0
CCCCCCn1c(=O)n2n(c1=O)[C@@H]1CN(S(=O)(=O)c3ccc(C)cc3)C[C@]1(O)[C@@H](OC(=O)NCC1CCCCC1)C2	-4.3
CCCC1(CC)C(=O)NC(=O)N=C1N (centres undefined)	3.3
Cc1cc(S(=O)(=O)N2CCCCC2CCNC(=O)C(=O)NCCN2CCOCC2)ccc1F (centres undefined)	3.3
Cc1c(NC(=O)c2cc3ccccc3o2)cccc1-n1cnnn1	0.7

# Following part.
SMILES	RXFP1 antag
O=C(NC(=S)Nc1cccc(Cl)c1)c1cncc(Br)c1	-25.3
COc1ccc(CNC(=O)N2[C@H]3CC[C@@H]2C=C(c2ccc(F)cc2OCc2ccccc2)C3)cc1OC	11.6
COc1ccc2c(=O)c3c(=O)n(CCc4ccccc4)c(C)nc3oc2c1	13.9
COc1ccc(OC)c(S(=O)(=O)N2CCN(C34CC5CC(CC(C5)C3)C4)CC2)c1	-3.4
Cc1cccc(NC(=O)c2ccc(S(=O)(=O)N(C)c3ccccc3)cc2)n1	-16.8
C[C@@H]1CCCCO[C@H](CN(C)S(=O)(=O)c2cccs2)[C@@H](C)CN([C@H](C)CO)C(=O)c2cc(NC(=O)Nc3ccc4c(c3)OCO4)ccc2O1	9.6
O=C1CCCCC1C(O)(C(=O)c1ccccc1)c1ccccc1 (centres undefined)	-1.8
CC1CCCC(C)N1C(=O)COC(=O)c1ccc(Br)o1 (centres undefined)	-38.2

# 7 entries drawn at random from the list so far:
SMILES	RXFP1 antag
CCOC(=O)Nc1ccc(OC(=O)Oc2ccc(NC(=O)OCC)cc2)cc1	-10.1
O=C(O)c1ccccc1C=NNc1ccccn1	-1.5
COc1ccc(CNC(=O)N2[C@H]3CC[C@@H]2C=C(c2ccc(F)cc2OCc2ccccc2)C3)cc1OC	11.6
c1ccc(-c2nnc3oc(-c4cccs4)nn23)cc1	-8.0
Cc1cccc(C)c1OCCOC(=O)c1ccc(S(=O)(=O)N2CCCC2)cc1	3.6
C[C@@H]1CCCCO[C@H](CN(C)S(=O)(=O)c2cccs2)[C@@H](C)CN([C@H](C)CO)C(=O)c2cc(NC(=O)Nc3ccc4c(c3)OCO4)ccc2O1	9.6
CCOc1ccccc1NC(=O)COC(=O)c1nc2nccc(C)n2n1	6.8

# Next section
SMILES	RXFP1 antag
COc1ccc(S(=O)(=O)N2CCOCC2)cc1NC(=O)Cc1ccsc1	0.9
CNC(=O)c1ccc(CN(C)C(=O)c2cccc(S(=O)(=O)N3CCc4ccccc4C3)c2)cc1	1.1
CC(C)OCCCNc1nc(Cl)nc2c1cnn2C	-0.3
O=C(O)c1cccc(COc2cccc3ccccc23)c1	-18.6
COc1ccc(C(=O)Cc2ccccc2C(=O)O)cc1	-8.6
CC(NS(=O)(=O)c1ccc2ccccc2c1)c1ccccn1 (centres undefined)	-3.9
O=C(CN1CCN(C(=O)CNC(=O)c2ccc(N3CCCC3=O)cc2)CC1)Nc1cccc(F)c1	1.1
CCOc1ccccc1N1CCN(C(=O)c2c(-c3c(F)cccc3Cl)noc2C)CC1	-7.6
Nc1cc(=O)[nH]c(=O)n1CCCc1ccccc1	6.4
CC1CC1C(=O)OCC(=O)N(C)CC(=O)Nc1ccc(F)cc1 (centres undefined)	10.2
Cn1cnnc1Sc1nc2c(c(=O)n(C)c(=O)n2C)n1C	3.6
Cc1cccc(C#CC2=CC(=O)CC(C)(C)C2)c1	9.7
O=C(COC(=O)c1ccc(F)c(S(=O)(=O)N2CCOCC2)c1)c1ccccc1	4.0
COc1ccc(OC)c(-c2cc(C(=O)O)c3cc4ccccc4cc3n2)c1	2.9
CC(=O)NCc1ccc(-c2csc(NC(=O)CCc3nc4ccccc4c(=O)[nH]3)n2)s1	1.1
CCCn1c(SCC(=O)NC(=O)NCc2ccccc2)n[nH]c1=O	1.0
CCCCCCN1C[C@@H](n2cc(C3CC3)nn2)[C@H](O)C[C@@H]1c1ccccc1	4.2
COC(=O)C[C@@H]1C[C@@H]2c3cc(NC(=O)NC4CCCCC4)ccc3O[C@@H]2[C@H](CO)O1	10.1
O=C(NCCc1ccccc1C(F)(F)F)c1cc(COc2ccccc2)on1	-3.6
Cc1cc(NC(=O)COC(=O)C2CSC3(C)CCC(=O)N23)ccc1Br (centres undefined)	-30.7
CCC(=O)O[C@H]1[C@H](O[C@@H]2[C@@H](C)[C@H](O[C@H]3C[C@@](C)(OC)[C@@H](O)[C@H](C)O3)[C@@H](C)C(=O)O[C@H](CC)[C@@](C)(O)[C@H](O)[C@@H](C)C(=O)[C@H](C)C[C@@]2(C)O)O[C@H](C)C[C@@H]1N(C)C	-10.2
COc1ccc(-c2ccc(CN3C(C(C)C)C(=O)N(Cc4cn(CC5CCCCC5)nn4)CCS3(=O)=O)cc2)cc1 (centres undefined)	-7.8
C[C@@H]1CN([C@H](C)CO)C(=O)CCCn2nncc2CO[C@H]1CN(C)Cc1cccc(C(F)(F)F)c1	6.7
Cc1nn(-c2ccccc2)c(C)c1C(=O)OCC(=O)Nc1ccccc1Cl	0.4
CN(CC(=O)Nc1ccc(Cl)c(C(F)(F)F)c1)C(=O)c1ccc(S(=O)(=O)N2CCOCC2)cc1	7.0
CCCOc1cccc(-c2cc(-c3n[nH]c(=S)n3CC)c3ccccc3n2)c1	0.6
CC(C)OC(=O)N(C)C[C@H]1OCc2cnnn2CCCC(=O)N([C@H](C)CO)C[C@H]1C	16.3
Nc1cc2c(cc1Cl)-c1ccccc1C2	-1.2
CC(C(=O)Nc1ccc(S(=O)(=O)N2CCCC2)cc1)N1CCN(c2ccccc2O)CC1 (centres undefined)	13.6
CC(=O)Nc1ccc(C(=O)CSc2nnc(-c3ccccc3F)n2CCc2ccccc2)cc1	-10.6
COc1ccc(S(=O)(=O)N(C)[C@H]2C[C@H]3c4cc(-c5ccccc5)ccc4CCN3C(=O)[C@H]2[C@H](C)O)cc1	0.5
CCC(C)(C)NC(=O)C(c1ccccc1)N(Cc1cccs1)C(=O)Cn1nnc2ccccc21 (centres undefined)	-11.3
Cc1nc(NC(=O)COC(=O)c2ccc(CO)cc2)c(Cl)cc1Cl	-2.5
Clc1ccc(N2CCN(c3ccnc(Cl)n3)CC2)cc1	-16.1
CCc1c(N)nc(N)nc1Nc1ccccc1C	-8.1
COc1ccc(CCNC(=O)c2ccc(CS(=O)(=O)Cc3ccc(C)cc3)o2)cc1OC	-2.5
CCOc1ccc(-n2c(=S)sc3c(=O)[nH]c(SCC(=O)NC4CCCCC4)nc32)cc1	-10.2
Cc1nnc(SCC(=O)NC2(C#N)CCCCC2)n1N	1.0
CCc1ccc(C(=O)Nc2cc(S(=O)(=O)N3CCOCC3)ccc2N2CCOCC2)cc1	0.0
NC1=NC(=O)NC1(c1ccccc1)c1ccccc1	0.0
O=Cc1nccc2ccccc12	-4.1
COc1ccc(NC(=O)c2ccc(NC(=O)CN3CCN(c4ccccc4O)CC3)cc2)cc1	5.1
Cc1cccc(-n2nnc(C(=O)NCc3ccc4c(c3)OCO4)c2N)c1	-2.4
C[C@H]1CN(CCc2ccccc2)C(=O)[C@@H]1CC(=O)Nc1ccccc1	2.9
Nc1nc(=O)n(C2CCCO2)cc1Br (centres undefined)	-1.0
Cc1cc2c(SCc3ccccc3Cl)nc(N)nc2nc1C	-8.2
COc1ccc(CCNC(=O)c2nnn(CC(=O)Nc3ccccc3C)c2N)cc1OC	6.7
CC(=O)c1c(C)[nH]c(C(=O)OCC(=O)c2ccc(Br)cc2)c1C	-1.7
